# a7 integrin act – qHTS for Activators of Integrin-Mediated Alleviation for Muscular Dystrophy; Potency, µM (top dose mostly 38.3 µM), inactives show at the top dose activation, most hits filed as activators; actives 0.064% (n = 350,000); alpha7betagal myoblasts, beta-gal FDG fluorescence, 48 h; AID 624291, 2012;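 note: potency is the fitted concentration of half-maximal effect; 100% = response of the positive control SU9516; nearly all actives have a fitted effect of over 60% in size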
#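 alpha7betagal+/- myoblasts (passage 13, 250/well) treated 48 h at 37C with compounds at 1:260 dilution of DMSO stock. Lysed, then beta-galactosidase activity read as FDG fluorescence (ex 480/em 540) after 30 min, with pre-read for autofluorescence.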
# Menin MLL FP TR – qHTS Assay for Inhibitors Targeting the Menin-MLL Interaction in MLL Related Leukemias: Competition With Texas Red Labeled MLL-derived Mutant Peptide; O00255; Menin + Texas Red MLL mutant peptide, fluorescence polarization; Potency, µM (doses to about 61.6 µM), without a hit: top-dose FP activity change, negative = inhibition, hits mostly inhibitors; actives 0.23% (n = 270,000); AID 1768, 2009; active = well fitted inhibition curve with a large enough effect in the polarisation, with a control signal flat, not every such curve was filed as active; inconclusive = small, poorly fitted or top-dose-only effect, or effect the other way, or a change in a side signal; inactive = no such curve, though single readings can be large or run the other way; the % refers to the polarisation; note: potency is the fitted concentration of half-maximal effect; % of control where 0% means no effect; many of its hits are not listed in these tables
# B2AR arrestin – qHTS assay of beta-arrestin-biased ligands of beta2-adrenergic receptor | Beta-2 adrenergic receptor (Homo sapiens), P07550 | beta-arrestin recruitment to beta2AR, cell-based reporter | Potency, µM (highest dose often 46.1 µM), for inactives: at the top dose activation, most hits filed as activators | actives 0.02% (n = 330,000) | AID 492947, 2010;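 note: potency is the fitted concentration of half-maximal effect; 0% = DMSO controls and full agonism = EC100 isoproterenol or metaproterenol; nearly all actives have a fitted effect of over 65% in size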
# Target sequence (P07550 whole entry, looked up): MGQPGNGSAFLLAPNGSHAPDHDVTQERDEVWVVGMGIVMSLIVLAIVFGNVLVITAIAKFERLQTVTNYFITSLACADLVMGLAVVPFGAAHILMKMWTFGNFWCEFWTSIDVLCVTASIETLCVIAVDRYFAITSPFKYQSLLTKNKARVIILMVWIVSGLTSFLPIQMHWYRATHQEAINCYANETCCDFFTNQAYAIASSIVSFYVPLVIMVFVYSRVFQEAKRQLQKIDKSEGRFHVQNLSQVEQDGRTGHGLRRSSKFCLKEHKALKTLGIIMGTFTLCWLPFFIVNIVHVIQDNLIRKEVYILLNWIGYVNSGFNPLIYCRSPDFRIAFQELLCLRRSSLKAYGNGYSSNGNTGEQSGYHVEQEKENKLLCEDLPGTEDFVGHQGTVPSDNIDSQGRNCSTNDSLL
# BCR signal inh – qHTS Assay to Find Inhibitors of Chronic Active B-Cell Receptor Signaling; Potency, µM (highest dose often 46.1 µM), for inactives: at the highest dose ratio change, negative = lower green/red ratio, hits mostly inhibitors; ABC-DLBCL IkBa-CBG/CBR reporter, luminescence ratio, 4 h; AID 493014, 2011; actives 0.05% (n = 340,000); active = well fitted inhibition curve with a large enough effect in the signal ratio, with a control signal flat, not every such curve was filed as active; inconclusive = small, poorly fitted or top-dose-only effect, or effect the other way, or a change in a side signal; the % refers to the signal ratio;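 note: potency is the fitted concentration of half-maximal effect; plate controls were basal doxycycline-induced cells for no effect and cells given 10 µM MG132 for full effect; MG132 reads +100%, hits lower the ratio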
#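 TMD8 human ABC-DLBCL cells with doxycycline-inducible IκBα–green luciferase fusion and unfused red luciferase, in 0.5% FBS medium; compounds up to 46 uM, 4 h at 37C. Green/red luminescence ratio, filter-overlap corrected, fitted to concentration-response curves.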
# S-ASM inh – Inhibitors of Secretory Acid Sphingomyelinase (S-ASM): qHTS. Sphingomyelin phosphodiesterase (Homo sapiens), P17405. placental ASM, HMU-PC fluorogenic substrate, 60 min. Potency, µM (highest dose often 57.5 µM), for inactives: top-dose activity change, negative = inhibition, hits mostly inhibitors. actives 0.006% (n = 340,000). AID 504937, 2011; note: potency is the fitted concentration of half-maximal effect
#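 HMU-PC0 cleavage (9 uM final) by human placental ASM, 60 min at 37 °C following 10 min compound exposure at RT; stopped at pH 10, fluorescence Ex 386/Em 447 nm.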
# Tb PFK inh – qHTS Assay to Find Inhibitors of T. brucei phosphofructokinase. ATP-dependent 6-phosphofructokinase (Trypanosoma brucei brucei), O15648. T. brucei PFK, ADP-Glo luminescence. Potency, µM (series often up to 57.5 µM), inactives show at the highest dose activity, negative = inhibition, most hits filed as inhibitors. actives 0.17% (n = 330,000). AID 485367, 2010;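 note: potency is the fitted concentration of half-maximal effect; 0% = uninhibited 1x PFK enzyme wells and -100% = no-enzyme wells; nearly all actives have a fitted effect of over 60% in size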
#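 In TEA buffer at pH 8.0 with 5 mM MgCl2, enzyme (1.25 nM) converted F6P (0.5 mM) and ATP (0.1 mM) for 45 min at room temperature. ADP product was read by luciferase luminescence.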
# TSG101-PTAP inh – qHTS Assay for Iinhibitors of HIV-1 Budding by Blocking the Interaction of PTAP/TSG101 | Tumor susceptibility gene 101 protein (Homo sapiens), Q99816 | Fluorescence polarization, FITC-PTAP peptide / Tsg101 binding | Potency, µM (top dose mostly 115 µM), for inactives: at the highest dose activity change, negative = inhibition, usual class: inhibitors | 340,000 tested, under 10 active; active = well fitted inhibition curve with a large enough effect in the main read-out, with a control signal flat, not every such curve was filed as active; inconclusive = small, poorly fitted or top-dose-only effect, or effect the other way, or a change in a side signal; inactive = no such curve, though single readings can be large or run the other way; note: potency is the fitted concentration of half-maximal effect; % of control where 0% means no effect
#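 Fluorescence anisotropy tracks displacement of a FITC-tagged PTAP peptide (50 nM) from the Tsg101 binding domain (10 uM), following a 20 min room-temperature incubation at pH 7.5.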
# Giardia killer – Small Molecules that selectively kill Giardia lamblia: qHTS | Giardia lamblia trophozoite viability | activity change, % at 7.66 µM, hits read low | actives 0.15% (n = 340,000); in the data active = activity change below about -80%; inconclusive = between about -30% and that limit;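 note: parasites exposed to compound for two days anaerobically before the ATP read; % is set by controls: 0 for no effect and ±100 for the full control effect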
#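 Giardia lamblia trophozoites (100 cells/well) were incubated with compounds for 48 h at 37 deg C under anaerobic conditions. Viability was read as ATP content by one-step luminescence after 15-30 min at room temperature.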
# PKM2 act – qHTS Assay for Activators of Human Muscle isoform 2 Pyruvate Kinase. Pyruvate kinase PKM (Homo sapiens), P14618. purified PKM2, Kinase-Glo ATP luminescence, activation; response scale: 0% is enzyme alone, no compound. actives 0.34% (n = 260,000). Potency, µM (titrated, usually from 57.5 µM), inactives show at the top dose activation, actives largely listed as activators; note: potency is the fitted concentration of half-maximal effect; % is set by controls: 0 for no effect and ±100 for the full control effect; nearly all actives have a fitted effect of over 55% in size
# Target sequence (P14618 whole entry, looked up, canonical isoform): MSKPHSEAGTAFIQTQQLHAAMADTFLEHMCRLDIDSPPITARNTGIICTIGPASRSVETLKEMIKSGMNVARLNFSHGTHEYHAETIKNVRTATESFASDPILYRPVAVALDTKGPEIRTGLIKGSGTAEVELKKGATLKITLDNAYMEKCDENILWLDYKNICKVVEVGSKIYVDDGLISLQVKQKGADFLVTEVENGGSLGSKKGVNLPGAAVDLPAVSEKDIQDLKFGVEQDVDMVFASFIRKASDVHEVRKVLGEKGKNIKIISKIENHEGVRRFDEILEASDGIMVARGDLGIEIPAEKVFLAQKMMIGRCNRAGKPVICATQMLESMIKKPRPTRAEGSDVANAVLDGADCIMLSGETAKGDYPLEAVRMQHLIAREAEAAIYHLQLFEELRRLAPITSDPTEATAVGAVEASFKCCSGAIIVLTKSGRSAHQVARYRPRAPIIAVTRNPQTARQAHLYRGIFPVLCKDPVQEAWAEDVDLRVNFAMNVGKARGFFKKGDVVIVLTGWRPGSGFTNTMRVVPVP
#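 Purified hPK-M2 (>95% pure) converted ADP (0.1 mM final) to ATP with 0.5 mM PEP in 50 mM imidazole pH7.2, KCl, MgCl2, Tween 20, BSA; 1 h at room temperature. ATP detected by Kinase-Glo luminescence.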
# FBPA coupling cs – qHTS Assay for Inhibitors of Fructose-1,6-bisphosphate Aldolase from Giardia Lamblia: Coupling assay counterscreen. coupling enzyme system counterscreen, AmpLite Red fluorescence. activity change, negative = inhibition, % at 58.2 µM, hits read low. actives 0.67% (n = 290,000). AID 2472, 2010; in the data active = activity change below about -30%; note: % is set by controls: 0 for no effect and ±100 for the full control effect
#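 Counterscreen lacking aldolase: glyceraldehyde-3-phosphate coupling-enzyme reagent preincubated 10 min at RT with compound (at 57.5 uM final), then substrate/coupling system with AmpLite Red added; fluorescence read at 525/598 nm after 20 min RT.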
# GALK inh – qHTS Assay for Inhibitors of Human Galactokinase (GALK); AID 1868, 2009; Purified GALK, Kinase-Glo residual ATP luminescence; Potency, µM (doses to about 57.5 µM), inactives show at the highest dose activity change, negative = inhibition, usual class: inhibitors; actives 0.007% (n = 270,000); note: potency is the fitted concentration of half-maximal effect; % is set by controls: 0 for no effect and ±100 for the full control effect
#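 Quantitative HTS: GALK 5 nM, ATP 35 uM, galactose 100 uM, 1 h room temperature, then luciferase-based ATP detection.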
# Starred values were filed as active, the others as inactive; ? = inconclusive; . = not tested or not shown; [ ] = dose if it differs, or a comment. Unless noted, calls come from the whole dose curve; as a rule, active = well fitted curve in the direction sought with a large enough effect; inconclusive = small, poorly fitted or top-dose-only effect, or another doubt; inactive = no such curve, though single readings can be large; an effect the other way counts as inactive or inconclusive. Only part of the results is shown; rates above refer to the full screens.
SMILES,a7 integrin act,Menin MLL FP TR,B2AR arrestin,BCR signal inh,S-ASM inh,Tb PFK inh,TSG101-PTAP inh,Giardia killer,PKM2 act,FBPA coupling cs,GALK inh
O=C(O)c1c(-c2ccccc2)c(-c2ccccc2)nc2ccccc12,-8%,-17%,-0.1%,-2%,-2%,-2%,-10%,12,3%,-4,6%
O=C(Nc1ccnn1C1CCN(C(=O)Cc2ccccc2F)CC1)C1CC1,23%,4%,-0.4%,-1%,-1%,-28%,0%,-18,-2%,0,2%
CN(Cc1ccccc1)C(=O)c1ccc(NC(=O)Cc2cccc(NC(=O)C3CCN(C(=O)C4CC4)CC3)c2)cc1,6%,.,3.8%,?,-7%,14%,2%,?,.,.,.
Cc1ccc(Nc2nc(N)c([N+](=O)[O-])c(N3CCOCC3)n2)cc1,2%,?,-0.1%,-1%,-11%,-24%,-2%,5,-2%,0,-1%
Cc1cc(C)nc(Nc2nc3ccccc3s2)n1,-17%,1%,0.1%,18%,0%,-4%,-4%,-6,3%,-2,-2%
CSc1cccc(NC(=S)N(Cc2ccc(C)cc2)Cc2ccccn2)c1,-3%,20%,0.3%,0%,3%,2%,-3%,-10,5%,0,-1%
Cc1onc(-c2ccccc2Cl)c1C(=O)NCCCc1ccccc1,-5%,.,0.0%,4%,3%,1%,-1%,-12,-10%,.,-2%
CCCOc1ccc(CNC(=O)Cn2c(=O)oc3ccccc32)cc1,-23%,-1%,-2.2%,1%,0%,-10%,1%,-4,-21%,3,0%
O=C(COC(=O)c1cc(=O)[nH]c(=O)[nH]1)Nc1cccc(S(=O)(=O)N2CCOCC2)c1,4%,-1%,0.5%,?,0%,-7%,1%,-13,0%,6,1%
CCCCNc1c([N+](=O)[O-])cc(C)cc1[N+](=O)[O-],8%[7.66 µM],.,-0.3%,?,-16%,-3%,-6%,12,3%,3,1%
O=C(NCCn1cccn1)C1CCC(=O)N(CCc2ccccc2)C1 (stereo unspecified),0%,.,-0.3%,13%,1%,-4%,-1%,11,0%,.,-2%
CCOc1ccc(S(=O)(=O)NCc2ccncc2)cc1NC(=O)c1ccccc1,-46%[inhibitor],.,0.1%,18%,-1%,-10%,-4%,-3,.,.,.
CC(C)CN1C(=O)C(=O)N(CC(=O)NC(C)CCc2ccccc2)C1=O (stereo unspecified),4%,.,-0.3%,1%,7%,0%,-3%,38[activator],.,.,.
C/C(=N/N1CCN(Cc2cccc3ccccc23)CC1)c1cccnc1,12%,-7%,-0.3%,-14%,2%,7%,-2%,-23,3%,-1,-1%
O=C(CCS(=O)(=O)c1ccc2c(c1)NC(=O)CS2)NCCc1ccccc1,23%,12%,0.5%,-9%,-3%,9%,-3%,5,-1%,1,0%
O=C(C[n+]1cc2ccccc2c2ccccc21)c1ccccc1,-45%[inhibitor],.,-0.2%,-18%,29%,3%,-9%,-8,2%,1,-4%
CCOC(=O)c1cnc2nc(NCc3ccc(OC)c(OC)c3)[nH]n2c1=O,-11%[1.53 µM],?,-0.9%,1%,1%,-3%,-6%,-16,-20%,5,-3%
COc1ccccc1N1CCN(C(=O)c2c(C)cc(=O)oc2C)CC1,-2%,-7%,-0.1%,0%,3%,-1%,-3%,-12,1%,1,1%
N#CCCn1c(SCC(=O)c2c[nH]c3ccccc23)nc2ccccc21,-8%,?,-0.3%,?,-1%,-1%,1%,-22,0%,-6,0%
O=C(CCCCCN1C(=O)CCC1=O)NCc1ccccc1,-8%,-4%,-0.4%,0%,0%,0%,0%,-11,8%,4,1%
Oc1ccc(Cl)cc1C1=NCCNC(C(F)(F)C(F)F)=C1,8%,2%,-0.5%,32%,-17%,3%,-1%,2,-1%,2,-1%
COc1ccc(NC(=O)CSc2nnnn2C2CCCCC2)cc1,-17%,-1%,0.4%,-16%,-1%,0%,-2%,2,0%,1,0%
Cc1cc(C)c(S(=O)(=O)N2CCN(C(=O)c3cc4ccccc4oc3=O)CC2)c(C)c1,-25%,.,-1.6%,?,-3%,-6%,-5%,-19,.,.,.
Cc1[nH]ncc1-c1nc2ccccc2[nH]1,-13%,-1%,0.0%,-3%,11%,1%,-9%,25,.,-2,-2%
CCn1c(=O)cc(SCC(=O)N2CCN(c3ccccc3OC)CC2)c2ccccc21,-7%,?,0.4%,-4%,-4%,-1%,-8%,0,-1%,2,-1%
COCCNC(=O)c1cc2c3ccccc3n(C)c2s1,3%[7.66 µM],5%,-0.1%,?,3%,7%,-5%,-15,-3%,-1,-2%
COc1cccc(CN(C)C(=O)c2cc(S(=O)(=O)N3CCCC3)ccc2C)c1OC,8%,.,-0.3%,2%,6%,-6%,0%,1,.,.,.
CCOc1ccc(NC(=O)CSC(N)=O)cc1,-18%,-11%,-0.5%,-1%,-11%,1%,-1%,-8,18%,4,7%
Cc1ccc(C(=O)NC2CCCCCC2)cc1N1CCCC1=O,1%,15%,-0.1%,-10%,-2%,-2%,-8%,-12,-10%,0,-1%
COC(=O)CSC(C)C(=O)Nc1nnc(C(C)C)s1 (stereo unspecified),4%,-7%,0.0%,-15%,3%,-4%,-4%,-10,0%,0,8%
CCOC(=O)c1cc(NC(=O)c2cccs2)ccc1N1CCOCC1,14%,8%,-1.0%,?,2%,-1%,0%,4,-2%,-4,3%
Cc1ccc(C(=O)c2cncc(Br)c2)cc1,-17%,7%,0.5%,?,0%,16%,-1%,-14,15%,2,-2%
CCOC(=O)C1=C(CNCc2ccccc2Cl)NC(=O)NC1c1ccc2c(c1)OCO2 (stereo unspecified),31%,-11%,-0.6%,0%,6%,0%,-2%,11,5%,1,0%
Cc1ccc(CN(C(=O)CNC(=O)c2cccs2)C(C(=O)NCC2CCCO2)c2ccccc2)cc1 (stereo unspecified),9%,2%,0.2%,0%,-21%,3%,2%,5,10%,2,0%
CCOC(=O)NNC(=O)c1[nH]c2ccc(Br)cc2c1-c1ccccc1,9%,59%[activator],0.1%,?,-18%,1%,7%,3,.,0,-6%
FC(F)Sc1ccc(NC(=S)NCC2CCCCC2)cc1,-68%[inhibitor],?,-0.3%,?,-3%,0%,-3%,12,12%,-5,2%
COCCNC(=O)c1ccc2c(c1)ncn2-c1ccc(C)c(Cl)c1,-29%,?,-0.3%,?,1%,9%,-4%,1,.,6,8%
CCN(CC)c1ccc(-c2n[nH]c(=S)n2-c2ccccc2)cc1,0%,-13%,-0.4%,4%,3%,-4%,3%,8,-3%,6,-3%
CC(=O)N1c2ccc(S(=O)(=O)N3CCC(C(=O)NC4CCC(C)CC4)CC3)cc2CC1C (stereo unspecified),21%,3%,4.7%,8%,1%,-3%,-1%,-6,.,1,9%
COc1ccc(NC(=O)c2ccco2)cc1NC(=O)c1ccc(C)cc1,-3%,21%,-0.6%,-9%,-2%,0%,-1%,-20,-4%,-3,-2%
O=C(CN1CCN(C(=O)N2CCOCC2)CC1)Nc1ccc(Br)cc1,-11%,18%,.,.,1%,.,-5%,15,18%,4,3%
COc1ccc(/C=C2/C(=O)N(c3nc4ccccc4s3)N=C2CSc2ccc(Cl)cc2)cc1,12%,?,0.2%,?,9%,10%,0%,0,-10%,3,-3%
O=C(COc1ccc(Cl)cc1Br)N1CCN(S(=O)(=O)c2ccccc2)CC1,?,.,0.1%,5%,-5%,0%,2%,-15,.,.,0%
COc1ccc(CN(Cc2nc3ccccc3c(=O)[nH]2)C(=O)NC2CCCCC2)cc1,-4%,-19%,0.0%,4%,-1%,-6%,-6%,14,2%,0,-2%
COc1ccc(CCN(C)C(=O)CSc2nnc(C3CC3)n2N)cc1OC,-7%,.,-0.5%,-2%,0%,-3%,-5%,-13,.,.,.
COc1ccc(Cl)cc1NC(=O)COC(=O)C1CC1,-2%,.,0.2%,0%,-1%,-2%,0%,19,.,.,.
